AmpC detergent = qHTS Inhibitors of AmpC Beta-Lactamase (assay with detergent). P00811. AmpC hydrolysis of nitrocefin, absorbance 480 nm, 0.01% Triton. Potency, µM (series often up to 114 µM), for the others: top-dose activity change, negative = inhibition, actives largely listed as inhibitors. 370,000 tested, 0.041% active;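 further: potency means the concentration at half of the fitted maximal effect; 0% = no-compound wells and -100% = no-enzyme wells; nearly all actives have a fitted effect of over 25% in size; some results filed as inactive show a strong effect at the top dose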
Target sequence (P00811 whole entry, looked up): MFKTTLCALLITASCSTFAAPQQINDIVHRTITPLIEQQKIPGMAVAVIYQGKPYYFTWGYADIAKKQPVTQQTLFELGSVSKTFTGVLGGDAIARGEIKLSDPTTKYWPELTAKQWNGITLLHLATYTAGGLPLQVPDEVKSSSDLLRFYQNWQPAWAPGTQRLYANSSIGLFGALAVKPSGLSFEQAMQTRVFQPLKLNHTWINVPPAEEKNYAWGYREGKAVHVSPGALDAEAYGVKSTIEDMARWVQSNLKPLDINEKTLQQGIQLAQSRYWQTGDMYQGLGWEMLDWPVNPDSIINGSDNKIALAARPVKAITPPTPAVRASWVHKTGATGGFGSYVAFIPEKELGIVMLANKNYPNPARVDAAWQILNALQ
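20 mM phosphate pH 7.0 + 0.01% (detergent screen) or 0.0001% Triton X-100; 5.3 nM AmpC reagent; cpd preinc 15 min RT; nitrocefin (800 uM stock) to start; A480 q20 s × 4 min; Activity was normalised to no-enzyme and no-compound control wells.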
FBPA Giardia inh = qHTS Assay for Inhibitors of Fructose-1,6-bisphosphate Aldolase from Giardia Lamblia; purified Giardia FBPA; Potency, µM (series often up to 59.6 µM), without a hit: at the highest dose activity, negative = inhibition, hits mostly inhibitors; 290,000 tested, 0.71% active; AID 2451, 2010; further: potency means the concentration at half of the fitted maximal effect; on the % scale 0 is the no-effect control and ±100 the full control effect; nearly all actives have a fitted effect of over 55% in size
Target sequence (A8B2U2 whole entry, looked up): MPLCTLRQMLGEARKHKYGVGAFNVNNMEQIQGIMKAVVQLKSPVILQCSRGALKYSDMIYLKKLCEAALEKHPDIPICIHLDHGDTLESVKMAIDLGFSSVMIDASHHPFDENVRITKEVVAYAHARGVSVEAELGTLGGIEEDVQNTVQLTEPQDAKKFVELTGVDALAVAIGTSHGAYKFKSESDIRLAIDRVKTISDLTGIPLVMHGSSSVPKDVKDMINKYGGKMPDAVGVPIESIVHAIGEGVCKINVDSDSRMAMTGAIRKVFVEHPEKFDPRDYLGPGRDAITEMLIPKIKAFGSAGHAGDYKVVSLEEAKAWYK
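Giardia FBPA (40 nM reagent) was preincubated 10 min at RT with compound (up to 57.5 uM final), then substrate plus GAPDH/TPI/NAD/arsenate coupling system with diaphorase/resazurin was added; resorufin fluorescence (525/598 nm) was read after 20 min.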
CHX counter = Cycloheximide Counterscreen for Small Molecule Inhibitors of Shiga Toxin | max response, % | 300,000 tested, 12% active | cell reporter, cycloheximide protein synthesis inhibition counterscreen | AID 2314, 2010; in the data active means max response mostly above about 13%, no sharp cut-off; inactive means mostly below about 14%; further: read at 38.3 µM for the half of the compounds with a filed dose; 0% is about no effect
AMA1 RON2 block = qHTS for Inhibitors of AMA1-RON; Towards Development of Antimalarial Drug Lead: Primary Screen. Plasmodium falciparum AMA1 (3D7) - RON2 peptide interaction. Potency, µM (doses to about 58.2 µM), inactives show at the highest dose activity change, negative = inhibition, most hits filed as inhibitors. 360,000 tested, 0.2% active. AlphaScreen AMA1-biotinylated RON2 peptide binding;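 further: potency means the concentration at half of the fitted maximal effect; 0% = vehicle wells and -100% = peptide control; nearly all actives have a fitted effect of over 45% in size; some results filed as inactive show a strong effect at the top dose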
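AMA1 (3D7) with his tag at 25 nM final met compounds first, then biotinylated RON2 peptide at 25 nM; detection used donor plus acceptor beads, 10 µg/mL apiece, read by AlphaScreen after 30 min at room temperature.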
Shiga inhibitor = A qHTS for Small Molecule Inhibitors of Shiga Toxin | Vero cells, Shiga toxin protein synthesis inhibition reporter | inhibition, % at 38.7 µM | 290,000 tested, 9.2% active; in the data active means inhibition mostly above about 28%, no sharp cut-off; inactive means mostly below about 43%; further: 0% is about no effect
HCMV inh = qHTS Assay for inhibitors of the human cytomegalovirus (HCMV) | HFF cells, HCMV-luciferase reporter, 72 h; active compounds read low | activity change, negative = inhibition, % at 57.5 µM | 410,000 tested, 4.5% active | AID 1259415, 2018; in the data active means activity change below about -60%; inconclusive means no clear call, values can overlap the other calls; inactive means above about -39%; further: on the % scale 0 is the no-effect control and ±100 the full control effect
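Steps: HFFs plated, 16 h 37C; compounds added; HCMV-luciferase added to MOI 1 PFU/cell; 72 h 37C; OneGlo reagent, 5 min room temperature; luminescence read, normalized to controls.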
AmpC no deterg = qHTS Inhibitors of AmpC Beta-Lactamase (assay without detergent) | Potency, µM (doses to about 57.1 µM), for the others: at the highest dose activity change, negative = inhibition, actives largely listed as inhibitors | 330,000 tested, 0.52% active | AID 485341, 2010 | P00811 | AmpC nitrocefin hydrolysis, absorbance 480 nm, 0.0001% Triton;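 further: potency means the concentration at half of the fitted maximal effect; plate controls were no compound for no effect and no enzyme for full effect; nearly all actives have a fitted effect of over 20% in size; some results filed as inactive show a strong effect at the top dose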
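AmpC (5.3 nM in the dispensed reagent) in 20 mM phosphate pH 7.0 with 0.01% (detergent screen) or 0.0001% Triton X-100 was preincubated with compounds for 15 min at room temperature. Nitrocefin was then added from an 800 uM solution, and hydrolysis was followed at 480 nm.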
An asterisk follows results filed as active; ? = inconclusive; nt = not tested or not shown; & = joins results of further samples; [ ] = another dose, or the depositor's remark. Unless noted, the call rests on the fitted dose curve; in most records, active means well fitted curve in the direction sought with a large enough effect; inconclusive means small, poorly fitted or top-dose-only effect, or another doubt; inactive means no such curve, though single readings can be large; an effect the other way counts as inactive or inconclusive.

Below each compound: AmpC detergent	FBPA Giardia inh	CHX counter	AMA1 RON2 block	Shiga inhibitor	HCMV inh	AmpC no deterg
- Cc1ccc(/C=C/C(=O)Nn2cnnc2)cc1
  -2.7%	2.2%	-1.9	5.7%	8.8	49.2	-1.9%
- COc1cc(Br)cc2cc(C(=O)N3CCOCC3)c(=O)oc12
  -9.0%	14.3%	0.9	13.4%	-12.0	4.3	-3.9%
- CC(C)Cc1ccc(C(C)C(=O)Nc2ncccn2)cc1 (stereo not given)
  1.8%	5.7%	-3.6	-2.8%	26.3	-31.3	-10.6%
- CC(=O)Nc1cccc(NC(=O)c2c(-c3ccccc3)noc2C)c1
  -0.2%	4.0%	-1.9	-3.0%	-22.4	24.8	-2.1%
- CC(C)c1ccc(NC(=O)c2sccc2-n2cccc2)cc1
  2.4%	-8.6%	55.8*	-15.1%	158.0*	47.1	-21.1%
- CCCc1nnc(NC(=O)CN2CCOCC2)s1
  ?	-10.3%	1.8	0.6%	-6.3	38.6	20.0%
- O=C(COC(=O)Cc1ccc(F)cc1)NC1CCCCC1
  -15.7%	nt	nt	4.6%[11.6 µM]	nt	82.0	-10.3%
- O=C(CCc1ccc(S(=O)(=O)NCc2ccccc2)cc1)NCc1cccnc1
  1.9%	2.9%	-2.2	2.1%	-3.9	-17.3	-15.7%
- C/C(=N\NC(=O)c1cccs1)c1ccc2ccccc2c1
  -1.3%	-2.7%	36.9*	-13.4%	41.3*	61.9	-13.9%
- Cc1cc(C=C2C(=O)NC(=O)NC2=O)c(C)n1-c1ccc2c(c1)OCO2
  -2.5%	-7.8%	-2.9	-16.6%	-5.2	44.3	-30.7%
- COc1ccc2oc(=O)c(-c3nnc(N)s3)cc2c1
  2.9%	0.3%	18.1*	37.9%[activator]	44.8*	43.9	13.8%
- Nc1ncnc2c1ncn2[C@@H]1O[C@H](CNS(=O)(=O)C2CC2)[C@@H](O)[C@H]1O
  nt	nt	nt	-1.6%	nt	20.9	-20.3%
- N=c1c(S(=O)(=O)c2ccc(F)cc2)cc2c(=O)n3ccccc3nc2n1CC1CCCO1 (stereo not given)
  -4.6%	nt	-3.2	14.7%	-7.4	-28.6	-13.9%
- O=C(CNC(=O)c1ccccc1)OCCCOC(=O)CNC(=O)c1ccccc1
  1.9%	nt	-3.4	17.7%	-12.3	-16.2	-0.4%
- O=C(CSc1nc2ccccc2[nH]1)Nc1c(F)c(F)c(F)c(F)c1F
  -6.7%	9.9%	10.7	-10.6%	0.6	24.1	55.1%
- Cc1ccccc1C(OCCN(C)C)c1ccccc1 (stereo not given)
  ?	-2.9%&-3.7%&2.8%&-5.0%	-1.3&-0.6	9.3%&18.4%	-14.3&-17.5	-26.9&-39.0	2.4%&10.2%
- COC(=O)CNC(=O)Cn1cnc2sc(C)c(S(=O)(=O)N3CCN(c4ccccc4OC)CC3)c2c1=O
  4.2%	0.4%	-6.5	18.6%	-6.9	52.4	-9.3%
- Cc1ccccc1-c1cnn(-c2cccc([N+](=O)[O-])c2)c1N
  -5.5%	-9.4%	25.7*	-11.7%	38.8	-17.1	-25.8%
- CC1(CC(=O)N/N=C/c2ccc(-c3ccc(Cl)cc3)o2)OCCO1
  -3.4%	-1.7%	14.5*	-9.8%	13.2	-8.3	30.2%
- O=C1NCCN1Cc1ccccc1
  -14.5%	6.7%	1.8	5.4%	-12.7	-27.6	-9.5%
- Cc1cccc(-n2nc3c(c2NC(=O)c2ccc(Br)o2)CSC3)c1
  -0.2%	6.8%	-0.7	5.2%	-18.8	16.4	-32.6%
- C#CCOCCOCCOCCNc1nc(N2CCN(C(=O)[C@H]([C@@H](C)CC)n3cc([C@@H](N)Cc4ccc(O)cc4)nn3)CC2)nc(N2CCN(C(=O)[C@H](Cc3ccc(O)cc3)n3cc([C@@H](N)C(C)CC)nn3)CC2)n1 (stereo not given in full)
  3.1%	-0.3%	-1.2	-21.3%	-7.7	-20.7	192.1%[activator]
- Cc1ccc(-c2nnn(CC(=O)NCc3ccccc3)n2)c(-n2cnnn2)c1
  -5.3%	12.8%	11.2	-5.7%	-12.9	-25.0	-17.1%
- COc1ccc(C(CNc2nc(-c3cccnc3)nc3ccccc23)N(C)C)cc1 (stereo not given)
  -5.7%	6.9%	-2.6	-1.0%	-1.2	-29.8	43.7%
- Cc1ccc(C(=O)Nc2ccc(N3CCOCC3)cc2)cc1
  -0.7%	-5.2%	64.6*	-1.5%	36.2	-35.8	-2.6%
- Cc1ccc(-c2c(C(=O)Nc3ccccc3C)c(C)[nH]c(=S)c2C#N)o1
  0.7%	?	-5.6	62.0%[activator]	30.1	-6.0	-0.7%[2.29 µM]
- O=C(Nc1nc(-c2ccccn2)cs1)c1ncc(Cl)c(Cl)c1Cl
  1.4%	0.1%	-4.5	?	25.1	-6.4	13.7%
- Cc1ccccc1Nc1nc(N)nc(CN2CCN(c3ccccn3)CC2)n1
  5.9%	-5.9%	0.6	-12.4%	-36.5	9.5	-11.4%
- COc1cc(Cn2c(=O)c3c(OC)c(C)cnc3n(C)c2=O)cc(OC)c1
  -7.3%	nt	-9.5	1.2%	-10.4	-27.9	30.0%
- COc1cc(CNCCSc2nnnn2C)cc(OC)c1OC
  3.7%	-13.5%	11.1	4.1%	-8.6	70.5	-8.7%

Limited to AmpC detergent, CHX counter and HCMV inh (2 entries from above):
Compound | AmpC detergent | CHX counter | HCMV inh
COc1ccc(C(CNc2nc(-c3cccnc3)nc3ccccc23)N(C)C)cc1 (stereo not given) | -5.7% | -2.6 | -29.8
Cc1ccccc1C(OCCN(C)C)c1ccccc1 (stereo not given) | ? | -1.3&-0.6 | -26.9&-39.0

Carrying on.
Below each compound: AmpC detergent	FBPA Giardia inh	CHX counter	AMA1 RON2 block	Shiga inhibitor	HCMV inh	AmpC no deterg
- CCOC(=O)c1c(/N=C/c2cc([N+](=O)[O-])ccc2O)sc(C)c1C
  -12.7%	-7.1%	7.6	-8.4%	-8.6	-12.3	-57.9%
- O=C(COc1ncnc2scc(-c3ccccc3)c12)NCCN1C(=O)CSC1=O
  -4.2%	2.0%	-2.8	nt	36.3	nt	-27.8%
- O=C(CN(Cc1ccccc1F)S(=O)(=O)c1ccc(Cl)cc1)NCC1CCCO1 (stereo not given)
  ?	-1.4%	-8.4	0.7%	-4.4	-35.5	46.7%
- Cc1nc2c(ccc3nc(NC(=O)C4CC4)sc32)s1
  0.2%	5.6%	52.4*	3.2%	84.8*	34.7	-50.4%
- CCCc1cc(=O)n2[nH]c(NCc3c(Cl)cccc3Cl)nc2n1
  -4.9%	3.6%	-1.1	2.2%	-13.7	-23.0	-36.9%
- COc1ccc(NC(=O)CSc2cn[nH]n2)cc1OC
  1.5%	-5.1%	-2.9	-5.1%	-17.0	39.2	-1.9%
- COc1cccc(/C=N/N2C(=O)C3C4c5ccccc5C(c5ccccc54)C3C2=O)c1OC (stereo not given)
  -12.0%	-1.1%	-3.0	nt	-2.9	nt	-20.0%
- Cc1ccc(S(=O)(=O)NCC(=O)OCCOc2ccc(Br)cc2)cc1
  nt	nt	nt	7.5%[11.6 µM]	nt	-26.2	-23.9%
- CC(NC(=O)C1CCN(S(=O)(=O)c2cnc[nH]2)CC1)c1ccccc1 (stereo not given)
  -4.5%	-0.3%	-5.5	19.9%	-10.0	0.9	-5.4%
- O=C(O)COCC(=O)Nc1ccc(OCCc2ccccc2)cc1
  8.0%	6.8%	-1.5	0.4%	7.5	37.8	-18.7%
- CCN1C(=O)[C@@H]2[C@@H](c3ccc(-c4ccc(F)cc4)cc3)N3CCC[C@@]3(C(=O)OC)[C@@H]2C1=O
  ?	nt	nt	-22.3%	nt	1.6	215.3%[activator]
- COC(=O)c1cc(C(=O)OCC(=O)NCc2cccs2)cc([N+](=O)[O-])c1
  -3.8%	nt	nt	-3.7%	nt	6.4	-26.0%
- O=C(CSc1nnc(CNC(=O)c2ccccc2)o1)Nc1ccc2c(c1)OCO2
  -2.5%	22.4%	-1.6	2.9%	-8.2	20.4	0.7%
- CCCc1ncc(C(O)c2cccc3ccccc23)n1C (stereo not given)
  -10.6%	-3.6%	-2.5	?	-8.7	25.9	-22.0%
- CC1(C)CC(=O)C2=C(C1)N(c1cccc(Cl)c1)C(=O)NC2(C(F)(F)F)C(F)(F)F
  -12.8%	3.0%	-0.1	0.0%	-0.3	1.0	2.2%
- COc1ccc(CC(=O)NCc2ccccc2)cc1S(=O)(=O)N1CCOCC1
  0.8%	9.0%	0.3	-6.0%	8.2	7.9	-4.6%
- CC(=O)c1cccc(S(=O)(=O)N2CCCC(c3nc4c(nnn4Cc4ccccc4Cl)c(=O)[nH]3)C2)c1 (stereo not given)
  -16.8%	1.3%	-9.4	-8.6%	-6.5	9.0	-3.0%
- O=C(CSc1ccccc1C(=O)O)NCc1ccccc1
  -3.4%	5.4%	-2.7	-2.1%	-6.6	4.1	-16.0%
- Cc1cccc(C(=O)OCC(=O)N(CC(C)C)c2c(N)n(Cc3ccccc3)c(=O)[nH]c2=O)c1O
  0.0%	nt	nt	3.3%	nt	-29.1	-4.0%
- COc1ccc(/C=C\c2nc(O)c([N+](=O)[O-])c(=O)[nH]2)cc1O
  0.3%	-3.7%	-1.2	-5.7%	-2.8	-25.4	-15.7%
- Cc1nn(C)cc1S(=O)(=O)NCc1ccc2c(c1)OCO2
  -2.2%	nt	3.8	-6.5%	-5.0	-25.8	-0.1%
- C#CC1(NC(=O)NC(C)(C)C)CCCCC1
  0.0%	3.1%	-2.3	-0.9%	-4.9	-5.8	0.0%
- O=C(NCCCN1CCCCCC1)C1CC(=O)N(C2CCCC2)C1 (stereo not given)
  0.6%	-16.9%	-2.9	0.0%	13.5	-6.6	123.3%[activator]
- COc1ccc(Nc2cc(C(=O)NCCCN3CCN(C)CC3)c3ccccc3n2)c(OC)c1
  1.6%	0.3%	29.8	5.7%	2.2	-32.7	107.3%[activator]
- CCSc1nc(-c2ccc(OC)cc2)cc(-c2ccc(OC)cc2)c1C#N
  0.9%	2.0%	-1.9	-0.3%	-14.8	?	-25.5%
- CCN(CC(=O)Nc1ccccc1Br)C1CCCCC1
  -1.1%	8.4%	13.2	24.0%	20.7	4.5	-10.1%
- Cc1ccccc1C(=O)Nc1cc(S(=O)(=O)N2CCOCC2)ccc1N1CCN(C)CC1
  -1.5%	nt	nt	-10.8%	nt	12.7	-5.8%
- CCOC(=O)CCC(=O)Nc1ccc(S(=O)(=O)N2CCC(C)CC2)cc1
  -6.2%	1.5%	-2.8	-12.6%	-8.7	6.5	3.8%

Assay outcomes deposited in PubChem by National Center for Advancing Translational Sciences (NCATS).
